Shiga inhibitor: blocks Shiga toxin action in Vero cells. AID 2315. inhibition, % at 38.7 µM. 290,000 compounds, 9.2% hits. Vero cells, Shiga toxin protein synthesis inhibition reporter; in the data active = inhibition mostly above about 28%, no sharp cut-off; inactive = mostly below about 43%; note: 0% is about no effect
AmpC no deterg: AmpC beta-lactamase inhibition without detergent | P00811 | Potency, µM (titrated, usually from 57.1 µM), without a hit: at the top dose activity change, negative = inhibition, actives largely listed as inhibitors | AmpC nitrocefin hydrolysis, absorbance 480 nm, 0.0001% Triton | 330,000 compounds, 0.52% hits;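 note: potency is the fitted concentration of half-maximal effect; plate controls were no compound for no effect and no enzyme for full effect; nearly all actives have a fitted effect of over 20% in size; some results filed as inactive show a strong effect at the top dose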
Target sequence (P00811 whole entry, looked up): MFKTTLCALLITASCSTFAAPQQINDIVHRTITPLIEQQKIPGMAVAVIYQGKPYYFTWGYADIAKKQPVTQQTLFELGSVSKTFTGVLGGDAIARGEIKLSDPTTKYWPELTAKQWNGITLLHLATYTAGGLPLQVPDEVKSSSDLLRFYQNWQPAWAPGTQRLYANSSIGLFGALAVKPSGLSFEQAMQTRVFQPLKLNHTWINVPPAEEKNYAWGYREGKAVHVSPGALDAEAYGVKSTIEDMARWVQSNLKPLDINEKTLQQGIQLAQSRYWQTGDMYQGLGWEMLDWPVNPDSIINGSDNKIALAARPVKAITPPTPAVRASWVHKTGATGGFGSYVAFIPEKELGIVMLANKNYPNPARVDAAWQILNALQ
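AmpC (5.3 nM in the dispensed reagent) in 20 mM phosphate pH 7.0 with 0.01% (detergent screen) or 0.0001% Triton X-100 was preincubated with compounds for 15 min at room temperature. Nitrocefin was then added from an 800 uM solution, and hydrolysis was followed at 480 nm.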
FBPA Giardia inh: blocks Giardia fructose-bisphosphate aldolase activity | A8B2U2 | 290,000 compounds, 0.71% hits | purified Giardia FBPA | AID 2451 | Potency, µM (doses to about 59.6 µM), for inactives: at the top dose activity, negative = inhibition, actives largely listed as inhibitors; note: potency is the fitted concentration of half-maximal effect; % is set by controls: 0 for no effect and ±100 for the full control effect; nearly all actives have a fitted effect of over 55% in size
Target sequence (A8B2U2 whole entry, looked up): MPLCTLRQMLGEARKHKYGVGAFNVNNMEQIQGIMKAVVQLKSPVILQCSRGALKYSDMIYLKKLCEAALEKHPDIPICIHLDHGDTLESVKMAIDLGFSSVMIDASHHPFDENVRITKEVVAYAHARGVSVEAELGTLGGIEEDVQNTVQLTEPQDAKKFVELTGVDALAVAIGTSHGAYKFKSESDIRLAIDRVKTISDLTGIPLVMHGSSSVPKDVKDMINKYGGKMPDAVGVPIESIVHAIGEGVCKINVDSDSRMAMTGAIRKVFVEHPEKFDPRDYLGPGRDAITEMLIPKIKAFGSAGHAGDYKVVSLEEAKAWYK
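Giardia FBPA (40 nM reagent) was preincubated 10 min at RT with compound (up to 57.5 uM final), then substrate plus GAPDH/TPI/NAD/arsenate coupling system with diaphorase/resazurin was added; resorufin fluorescence (525/598 nm) was read after 20 min.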
AmpC detergent: blocks E. coli AmpC beta-lactamase in detergent assay | P00811 | AmpC hydrolysis of nitrocefin, absorbance 480 nm, 0.01% Triton | Potency, µM (series often up to 114 µM), without a hit: at the top dose activity change, negative = inhibition, hits mostly inhibitors | 370,000 compounds, 0.041% hits | AID 485294;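 note: potency is the fitted concentration of half-maximal effect; 0% = no-compound wells and -100% = no-enzyme wells; nearly all actives have a fitted effect of over 25% in size; some results filed as inactive show a strong effect at the top dose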
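20 mM phosphate pH 7.0 + 0.01% (detergent screen) or 0.0001% Triton X-100; 5.3 nM AmpC reagent; cpd preinc 15 min RT; nitrocefin (800 uM stock) to start; A480 q20 s × 4 min; Activity was normalised to no-enzyme and no-compound control wells.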
CHX counter: counter-screen hit for Shiga toxin inhibitors, cycloheximide; cell reporter, cycloheximide protein synthesis inhibition counterscreen; max response, %; 300,000 compounds, 12% hits; AID 2314; in the data active = max response mostly above about 13%, no sharp cut-off; inactive = mostly below about 14%; note: read at 38.3 µM for the half of the compounds with a filed dose; 0% is about no effect
AMA1-RON2 inh: disrupts binding of P. falciparum AMA1 to RON2. AlphaScreen AMA1-biotinylated RON2 peptide binding. Potency, µM (titrated, usually from 58.2 µM), for the others: top-dose activity change, negative = inhibition, usual class: inhibitors. 360,000 compounds, 0.2% hits. AID 720542;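 note: potency is the fitted concentration of half-maximal effect; 0% = vehicle wells and -100% = peptide control; nearly all actives have a fitted effect of over 45% in size; some results filed as inactive show a strong effect at the top dose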
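AMA1 (3D7) with his tag at 25 nM final met compounds first, then biotinylated RON2 peptide at 25 nM; detection used donor plus acceptor beads, 10 µg/mL apiece, read by AlphaScreen after 30 min at room temperature.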
HCMV antiviral: human cytomegalovirus inhibition; HFF cells, HCMV-luciferase reporter, 72 h; hits give low values; AID 1259415; activity change, negative = inhibition, % at 57.5 µM; 410,000 compounds, 4.5% hits; in the data active = activity change below about -60%; inconclusive = no clear call, values can overlap the other calls; inactive = above about -39%; note: % is set by controls: 0 for no effect and ±100 for the full control effect
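After 16 h attachment at 37C, HFF cells received test compound and HCMV-luciferase (1 PFU/cell); reporter luminescence read 72 h later, data normalized against buffer-only and known inhibitor Salinomycin.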
Active calls of the source: *; ? = inconclusive; / = not tested or not shown; & = joins results of further samples; [ ] = another dose, or the depositor's remark. Unless noted, calls come from the whole dose curve; as a rule, active = well fitted curve in the direction sought with a large enough effect; inconclusive = small, poorly fitted or top-dose-only effect, or another doubt; inactive = no such curve, though single readings can be large; an effect the other way counts as inactive or inconclusive.

Second line of a record: Shiga inhibitor	AmpC no deterg	FBPA Giardia inh	AmpC detergent	CHX counter	AMA1-RON2 inh	HCMV antiviral
Cc1ccc(C(C(=O)NCC2CCCO2)N(C(=O)c2snc(C(N)=O)c2N)c2ccc3c(c2)OCCO3)cc1 (stereo not given)
    -4	93%[activator]	-7%	-4%	-3	?	-5
Cc1ncoc1C(=O)N1CCc2c([nH]c3ccccc23)C1c1ccccc1F (stereo not given)
    2	7%	-7%	-1%	1	-26%	49
CC(=O)NCc1ccc(S(=O)(=O)N2CCN(c3ccccn3)CC2)cc1
    -1	2%	-3%	3%	-3	35%[activator]	-33
COCC(=O)N(Cc1cc2ccc(C)c(C)c2n2nnnc12)C1CCCC1
    55	-20%	-1%	3%	-6	88%[activator]	25
Cc1ccc(-c2nnn(CC(=O)N(c3ccc(F)cc3)C(C(=O)NC3CCCC3)c3ccco3)n2)o1 (stereo not given)
    -10	-12%	-2%	-14%	-6	0%	?
COCCC(=O)N1CCC(Oc2ccc(C(=O)NCc3ncc(C)[nH]3)cc2)CC1
    -8	-8%	/	-6%	-1	-13%	/
CCc1nc(SCC(=O)N2CCCCCC2)c2c(=O)n(C)c(=O)n(C)c2n1
    -13	35%	/	4%	-2	7%	?
COc1ccc(-c2csc3nc[nH]c(=O)c23)cc1
    18	-9%	0%	3%	2	-2%	-25
Cc1cc(SCC(=O)NN)c2cc(Br)ccc2n1
    2	40%	-13%	-7%	-2	79%[activator]	-66*
COc1ccc(C(C#N)Nc2ccccc2OC)cc1 (stereo not given)
    -7	-9%	-4%	-5%	-1	25%	42
[O-][n+]1onc2c1CCC1N(O)CCC21O (stereo not given)
    -6	-17%	6%	-4%	-2	-14%	34
COc1ccc(C(Nc2ccccn2)c2c(NC(=O)c3ccco3)sc(C)c2C)cc1 (stereo not given)
    29	-9%	0%	?	29*	-25%	?
O=c1[nH]c(Cl)ccc1CN1CCOCC1
    /	-7%	/	1%	/	-2%	-27
CC(C)CCNC(=O)CCn1c(=S)oc2ccccc21
    -15	-12%	1%	0%	8	11%	0
CC(C)OC(=O)C1C(=O)CC(C)(O)C(C(=O)OC(C)C)C1c1cccc(O)c1 (stereo not given)
    -6	-5%	7%	-3%	1	-1%	-3
CN(C)S(=O)(=O)c1ccc(NC(=O)CSc2ncnc3ccccc23)cc1
    -9	-20%	6%	-11%	-2	-6%	31
NC(=O)c1cc2cc(Cl)ccc2o/c1=N/NC(=O)c1cccs1
    8	-24%	1%	6%	9	54%[activator]	-8
CCCCCn1c(=O)c2ccccc2n2c(CCl)nnc12
    35	-2%	-2%	1%	33*	3%	-12
C[C@]12C=CC(=O)C=C1CC[C@@H]1C2C(O)C[C@@]2(C)C1CC[C@]2(O)C(=O)COC(=O)CCC(=O)NC(CC(=O)O)C(=O)O (stereo not given in full)
    4	-19%	-3%	2%	-2	7%	104
CCOc1ccc(NC(=O)c2ccc(N3CC4CC(C3)c3cccc(=O)n3C4)c(NC(=O)CCN3CCOCC3)c2)cc1 (stereo not given)
    -8	171%[activator]	0%	-8%	-4	-6%	-30

New compounds follow.
Second line of a record: Shiga inhibitor	AmpC no deterg	FBPA Giardia inh	AmpC detergent	CHX counter	AMA1-RON2 inh	HCMV antiviral
O=C(Nc1cccc2ccccc12)C12CC3CC(C1)CC(n1cnc([N+](=O)[O-])n1)(C3)C2
    -10	-19%	-1%	-7%	-5	11%	42
Cc1cc([N+](=O)[O-])ccc1NC(=O)CSc1nncn1-c1ccccn1
    9	-12%	-1%	?	-4	5%	3
Cc1cc2c(NC(=O)CC(C)(C)CC(=O)O)cccc2nn1
    -3	-20%	?	2%	-1	-21%	18
COc1ccc(C2/C(=C(/O)c3ccccc3)C(=O)C(=O)N2C)cc1OC (stereo not given)
    27*	-17%	-4%	8%	14*	2%	32
O=C(Nc1ccc(F)c(F)c1)c1ccccc1
    /	-16%	/	-16%	/	-4%	3
O=C(O)Cc1ccc(NS(=O)(=O)c2ccccc2Br)cc1
    -4	-23%	12%	-3%	-4	7%	-3
Nc1nc(N)nc(-c2ccc(Oc3ccccc3)cc2)n1
    26	-10%	1%	-1%	28	-3%	27
CCCCn1c(NCCN(C)C)nc2c1c(=O)[nH]c(=O)n2C
    17	-6%	1%[12.9 µM]	-15%	8	17%	-8
O=C(COC(=O)c1ccccn1)Nc1ncc(C(F)(F)F)cc1Cl
    -16	-10%	-14%	1%	-1	37%[activator]	4
CCOc1ccc(-n2c(O)c(/C=N/Nc3nnc(C)c(=O)[nH]3)c3ccccc3c2=O)cc1
    42	-26%	3%	-2%	-1	-12%	-38
O=C(O)CSc1nnc(COc2ccccc2)n1-c1ccccc1
    -1	-8%	11%	-18%	-2	-2%	19
Cc1nn(C)c(C)c1CCC(=O)O
    -15	0%	1%	3%	1	12%	-18
COc1ccccc1CCC(=O)OCC(=O)NC1CCCC1
    /	-2%	/	?	/	5%	-11
COc1ccccc1C(=O)NC(=O)COC(=O)CCOc1cc(C)ccc1C
    -11	29%	-5%	4%	-1	-3%	28
Cc1onc(-c2ccccc2)c1C(O)c1ccc(F)cc1 (stereo not given)
    2	-22%	-3%	6%	-4	12%	-37
O=C(O)c1ccc2c(c1)C(=O)N([C@H](Cc1ccc(O)cc1)C(=O)O)C2=O
    -6	-4%	5%	?	0	/	/
CCN(CC)CCOC(=O)c1ccc(N=Cc2c(O)[nH]c(=O)[nH]c2=O)cc1
    -9	-10%	-10%	1%	8	-9%	-12
C/C(Cn1nnc([N+](=O)[O-])n1)=N\NC(=O)c1ccc(O)cc1
    62*	-25%	?	4%	23*	45%[activator]	14
COc1ccc(-c2cc(C(=O)Nc3cc(C)on3)no2)cc1OC
    -2	-30%	5%	2%	-1	2%	-20
O=C(NCCc1cnc[nH]1)c1cccs1
    12	-6%	-18%	-3%	-1	33%[activator]	-6

Ordered by molecular weight (descending): part of the list above.
Second line of a record: Shiga inhibitor	AmpC no deterg	FBPA Giardia inh	AmpC detergent	CHX counter	AMA1-RON2 inh	HCMV antiviral
COc1ccc(C(Nc2ccccn2)c2c(NC(=O)c3ccco3)sc(C)c2C)cc1 (stereo not given)
    29	-9%	0%	?	29*	-25%	?
Cc1ncoc1C(=O)N1CCc2c([nH]c3ccccc23)C1c1ccccc1F (stereo not given)
    2	7%	-7%	-1%	1	-26%	49
O=C(O)Cc1ccc(NS(=O)(=O)c2ccccc2Br)cc1
    -4	-23%	12%	-3%	-4	7%	-3
O=C(O)c1ccc2c(c1)C(=O)N([C@H](Cc1ccc(O)cc1)C(=O)O)C2=O
    -6	-4%	5%	?	0	/	/
O=C(O)CSc1nnc(COc2ccccc2)n1-c1ccccc1
    -1	-8%	11%	-18%	-2	-2%	19
COc1ccc(-c2cc(C(=O)Nc3cc(C)on3)no2)cc1OC
    -2	-30%	5%	2%	-1	2%	-20
CCCCn1c(NCCN(C)C)nc2c1c(=O)[nH]c(=O)n2C
    17	-6%	1%[12.9 µM]	-15%	8	17%	-8
Cc1cc2c(NC(=O)CC(C)(C)CC(=O)O)cccc2nn1
    -3	-20%	?	2%	-1	-21%	18
[O-][n+]1onc2c1CCC1N(O)CCC21O (stereo not given)
    -6	-17%	6%	-4%	-2	-14%	34

(further entries)
Second line of a record: Shiga inhibitor	AmpC no deterg	FBPA Giardia inh	AmpC detergent	CHX counter	AMA1-RON2 inh	HCMV antiviral
CC1CCC2(CC1)NC(=O)N(CC(=O)N1CCN(C(=O)c3ccco3)CC1)C2=O (stereo not given)
    /	-8%	/	0%	/	0%	-11
Cc1ccc(-c2nn3c(C)nnc3c3ccccc23)cc1S(=O)(=O)NCCO
    6	2%	4%	-5%&-5%	-1	-9%	126&16
O=C(NC1=NCCCCC1)c1cccc2ccccc12
    14	-5%[11.4 µM]	2%	-12%	-2	5%	-20
CCc1n[nH]c(=S)n1/N=C/c1cc(Br)c(O)c(OC)c1
    2	-18%	-28%	3%	-2	52%[activator]	?
CCS(=O)(=O)NCCc1cc2cc(C)c(C)cc2[nH]c1=O
    7	-22%	-1%	-1%	3	-11%	34
Cc1ccc(CN2CCCC(C(=O)c3cccc(C(F)(F)F)c3)C2)o1 (stereo not given)
    -21	48%	-1%	8%	13	1%	-30
C/C(=N\NC(=O)c1c(Cl)c(C)nn1C)c1cccc(NC(=O)c2cccc(F)c2)c1
    13	125%[activator]	-5%	-3%	2	1%	8
CC1=C([N+](=O)[O-])C(c2ccccc2Cl)NC(=O)N1C (stereo not given)
    /	-16%	12%	-21%	-3	2%	8
O=c1[nH]c(C2CCN(S(=O)(=O)c3ccc(C(F)(F)F)cc3)CC2)nc2c1nnn2Cc1cccc(F)c1
    -18	0%	6%	-13%	-4	-10%	-32
Cc1cc2cc(CN(Cc3ccco3)C(=O)NCc3ccccc3)c(=O)[nH]c2cc1C
    17	-23%	-6%	?	-6	1%	-11
COCCNC(=O)Nc1ccc2nc(-c3cccs3)c(-c3cccs3)nc2c1
    -10	68%[activator]	?	0%	-1	23%	-18
COc1ccc(-c2csc(NC(=S)NC(=O)/C=C/c3ccco3)n2)cc1OC
    -7	-13%	-7%	-6%	-1	36%[activator]	-8
COc1ccc(/C=C/c2ccccc2)cc1[C@H]1[C@@H]2C=CCC[C@@]2(C)C(=O)N1Cc1ccccc1
    44*	-9%	1%	-1%	20*	-2%	22
O=C(COc1ccc(S(=O)(=O)NC2CCCCC2)cc1Cl)N1CCN(c2ccccc2)CC1
    -5	21%	1%	3%	1	-8%	?
Cc1ccc(/C(N)=N/OC(=O)Cc2cccs2)cc1
    143*	-17%	0%	4%	50*	32%[activator]	46
CCCC(O)(c1ccc(OC)cc1)C(CN1CCOCC1)c1ccc(Cl)cc1 (stereo not given)
    1	195%[activator]	1%	-12%	-4	-3%	16
CCOc1ccccc1N1CCN(C(=O)NC2CCCCC2)CC1
    3	44%	3%	-3%	2	-1%	12
O=C(CCCC1=NS(=O)(=O)c2ccccc2N1)N1CCN(c2ccccc2)CC1
    -5	-15%	-3%	6%	-2	-2%	11
COCCCn1c(=O)c2sccc2n2c(CCCC(=O)NCc3ccccc3OC)nnc12
    -4	29%	-2%	1%	-2	-1%	?

High-throughput results deposited in PubChem by National Center for Advancing Translational Sciences (NCATS).
